Source: PubChem
H37Rv inhibition: M. tuberculosis growth inhibition, HTS (AID 449762) | M. tuberculosis H37Rv growth inhibition, 7H9 media; higher % means a stronger effect | hit rate 0.59% among 330,000 | inhibition, % at 25 µM; hits with a dose series show IC50 in µM; in the data active means a potency from the dose series; inconclusive means inhibition above about 70% without an active follow-up result;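 further: bacterial growth assessed after seven days of incubation; strong numbers were not always called active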
tuberculosis growth: growth inhibition of non-replicating M. tuberculosis (AID 488890) | Mycobacterium tuberculosis non-replicating, growth inhibition; higher % means a stronger effect | one-dose inhibition, % at 25 µM; IC50 in µM for titrated hits | hit rate 0.39% among 320,000; in the data active means a potency from the dose series; inconclusive means inhibition mostly from about 82% at the one dose, without a potency; inactive means the rest, 99 in 100 with inhibition below about 76%;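 further: plate controls were DMSO cells for no effect and high antibiotic wells for full effect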
inhibitors of VEEV: inhibitors of VEEV TC-83 cytopathic effect, confirmation, Vero cells (AID 588727); inhibition, % at 20 µM, or IC50 in µM where a hit was titrated; hit rate 0.13% among 350,000; Vero cells, VEEV TC-83 cytopathic effect inhibition; higher % means a stronger effect; in the data active means a potency from the dose series; inconclusive means inhibition mostly from about 14% at the one dose, without a potency; inactive means the rest, 99 in 100 with inhibition below about 12%; further: strong numbers were not always called active
influenza NS1A: H1N1 influenza NS1A inhibitors, functional cell based assay (AID 504329); NS1A functional cell-based assay, percent inhibition; higher % means a stronger effect; inhibition, % at 12.5 µM; hits with a dose series show IC50 in µM; hit rate 0.3% among 340,000; in the data active means a potency from the dose series; inconclusive means inhibition above about 27% without an active follow-up result; further: strong numbers were not always called active
PhoP GFP inhibition: Inhibition of PhoP regulon, Salmonella typhi GFP reporter cells, confirmation, 4 h (AID 1850); Salmonella Typhi PhoP-promoter GFP reporter, fluorescence, 4 h; higher % means a stronger effect; inhibition, % at 50 µM, or IC50 in µM where a hit was titrated; hit rate 0.33% among 310,000; in the data active means a potency from the dose series; inconclusive means inhibition mostly from about 25% at the one dose, without a potency; inactive means the rest, 99 in 100 with inhibition below about 19%;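 further: 0% = induced wells with vehicle and 100% = uninduced wells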
inhibitors of VEEV 10K pilot screen: second read-out of inhibitors of VEEV, no call of its own (marks repeat the call); inhibition, %; measured here: 10K pilot screen inhibition
Active calls of the source: *. Compounds were not picked by outcome (roughly 1.6% active in at least one column).

Sample of the layout:
Results for CC(C)Oc1ccc(C(=O)CCN2CCOCC2)cc1 ?
H37Rv inhibition: 16%; tuberculosis growth: inconclusive; inhibitors of VEEV: 36%; influenza NS1A: 8%; PhoP GFP inhibition: 5%

Results for O=C(C1CCCC1)N1CCN(S(=O)(=O)c2cccc(Cl)c2Cl)CC1 ?
H37Rv inhibition: 9%; tuberculosis growth: -5%; inhibitors of VEEV: 1.3%; influenza NS1A: 8%; PhoP GFP inhibition: 14%

This part in full, repeating the preview:
Results for CC(C)Oc1ccc(C(=O)CCN2CCOCC2)cc1 ?
H37Rv inhibition: 16%; tuberculosis growth: inconclusive; inhibitors of VEEV: 36%; influenza NS1A: 8%; PhoP GFP inhibition: 5%

Results for O=C(C1CCCC1)N1CCN(S(=O)(=O)c2cccc(Cl)c2Cl)CC1 ?
H37Rv inhibition: 9%; tuberculosis growth: -5%; inhibitors of VEEV: 1.3%; influenza NS1A: 8%; PhoP GFP inhibition: 14%

What do the screens show for `Cc1ccc(C(=O)Oc2ccc(Cl)c3cccnc23)cc1[N+](=O)[O-]`?
H37Rv inhibition: inconclusive; tuberculosis growth: inconclusive; inhibitors of VEEV: 1.0%; influenza NS1A: -6%; PhoP GFP inhibition: -6%

How did COc1ccc(NC(=O)COC(=O)Cn2cnc3ccccc3c2=O)cc1OC do in these assays?
H37Rv inhibition: -3%; tuberculosis growth: -5%; inhibitors of VEEV: inactive; influenza NS1A: -9%; PhoP GFP inhibition: -15%

How did CCN(CC(=O)Nc1c(F)cccc1F)C(=O)C1Cc2ccccc2CN1S(=O)(=O)CC (stereo unspecified) do in these assays?
H37Rv inhibition: -4%; tuberculosis growth: -8%; inhibitors of VEEV: 2.0%; influenza NS1A: -12%; PhoP GFP inhibition: -1%

Results for COc1ccc(NC(=O)COc2ccc(C(=O)OCC(=O)N(C)C3CCS(=O)(=O)C3)cc2OC)cc1 (stereo unspecified) ?
H37Rv inhibition: -7%; tuberculosis growth: -6%; inhibitors of VEEV: inactive; influenza NS1A: -2%; PhoP GFP inhibition: -5%

How did Cc1ccc(C)c(NC(=O)CCOc2ccccc2)c1 do in these assays?
H37Rv inhibition: -4%; tuberculosis growth: 11%; inhibitors of VEEV: inactive; influenza NS1A: -4%; PhoP GFP inhibition: 10%

Results for COc1ccccc1Oc1ccc2c(c1)C(=O)N(c1ccc(C)cc1)C2=O ?
H37Rv inhibition: -1%; tuberculosis growth: -3%; inhibitors of VEEV: 0.6%; influenza NS1A: 2%; PhoP GFP inhibition: 17%

How did O=C(O)CC1NC(=O)N(c2ccc(Cl)cc2)C1=O (stereo unspecified) do in these assays?
H37Rv inhibition: -2%; tuberculosis growth: 7%; inhibitors of VEEV: inactive; influenza NS1A: -11%; PhoP GFP inhibition: -17%

What do the screens show for `CC1CN(C(=O)COC(=O)CSc2ccc(C(N)=O)cc2[N+](=O)[O-])CC(C)O1` (stereo unspecified)?
H37Rv inhibition: -8%; tuberculosis growth: -9%; inhibitors of VEEV: 1.1%; influenza NS1A: 2%; PhoP GFP inhibition: 4%

How did CC/C(=N\NC(=O)c1ccncc1)C12CC3CC(CC(C3)C1)C2 do in these assays?
H37Rv inhibition: inconclusive; tuberculosis growth: 67%; inhibitors of VEEV: 1.0%; influenza NS1A: 0%; PhoP GFP inhibition: 9%

How did COc1ccccc1C(=O)NCC(=O)NCCSc1ccc(Br)cc1 do in these assays?
H37Rv inhibition: -8%; tuberculosis growth: -7%; inhibitors of VEEV: 0.6%; influenza NS1A: -10%

What do the screens show for `O=c1ccc2cc(S(=O)(=O)N3CCN(c4ccccc4F)CC3)ccc2[nH]1`?
H37Rv inhibition: -10%; tuberculosis growth: -1%; inhibitors of VEEV: 0.4%; influenza NS1A: 2%; PhoP GFP inhibition: 9%; inhibitors of VEEV 10K pilot screen: 0.0

Results for CN(CC(=O)O/N=C(\N)c1ccc(Br)cc1)S(=O)(=O)c1ccccc1 ?
H37Rv inhibition: -2%; tuberculosis growth: -1%; inhibitors of VEEV: 1.9%; influenza NS1A: -4%; PhoP GFP inhibition: -10%

Results for O=C(COC(=O)CNC(=O)c1ccccc1F)NCCC1=CCCCC1 ?
H37Rv inhibition: -10%; tuberculosis growth: 1%; inhibitors of VEEV: inactive; influenza NS1A: -1%; PhoP GFP inhibition: -5%

What do the screens show for `Cc1nc2oc3c(=O)[nH]cnc3c2c2c1COC(C)(C)C2`?
H37Rv inhibition: -7%; tuberculosis growth: -6%; inhibitors of VEEV: 1.0%; influenza NS1A: 11%; PhoP GFP inhibition: -1%

Results for CCOC(=O)c1sc(NC(=O)CN(CC(C)C)CC(C)C)c(C(=O)OCC)c1C ?
H37Rv inhibition: 1%; tuberculosis growth: 13%; inhibitors of VEEV: 1.6%; influenza NS1A: -7%; PhoP GFP inhibition: -5%

How did O=C(NCc1ccccn1)C1CCCN(Cc2cnn(-c3ccccc3)c2-n2cccc2)C1 (stereo unspecified) do in these assays?
H37Rv inhibition: 2%; tuberculosis growth: 25%; inhibitors of VEEV: 0.8%; influenza NS1A: -4%; PhoP GFP inhibition: -6%

Results for O=C(NCC1CCCO1)c1ccc(F)c2ccccc12 (stereo unspecified) ?
H37Rv inhibition: 7%; tuberculosis growth: 60%; inhibitors of VEEV: 2.0%; influenza NS1A: 1%; PhoP GFP inhibition: -8%

What do the screens show for `O=c1c2c(nc(NCCO)n1CC1CCCCC1)-c1ccccc1CC21CCCC1`?
H37Rv inhibition: 11%; tuberculosis growth: 10%; inhibitors of VEEV: 2.5%; influenza NS1A: 6%; PhoP GFP inhibition: -1%

What do the screens show for `O=C(NC(=S)Nc1nc(-c2ccc([N+](=O)[O-])cc2)cs1)c1ccco1`?
H37Rv inhibition: 13%; tuberculosis growth: -12%; inhibitors of VEEV: 3.9%; influenza NS1A: -3%; PhoP GFP inhibition: -13%

Results for NC(=O)C1CCN(c2nc(-c3ccccc3)nc3ccccc23)CC1 ?
H37Rv inhibition: 9%; tuberculosis growth: 19%; inhibitors of VEEV: 7.1%; influenza NS1A: 4%; PhoP GFP inhibition: -5%

How did COC(=O)c1ccccc1NC(=O)c1cccnc1 do in these assays?
H37Rv inhibition: -7%; tuberculosis growth: 0%; inhibitors of VEEV: 0.3%; influenza NS1A: -2%; PhoP GFP inhibition: -6%

Results for COc1ccnc(Oc2ccc(Cl)cc2)c1C#N ?
H37Rv inhibition: -4%; tuberculosis growth: 0%; inhibitors of VEEV: inactive; influenza NS1A: -4%; PhoP GFP inhibition: 6%

Results for c1ccc(-c2ccc3c(c2)NC(C2Nc4cc(-c5ccccc5)ccc4O2)O3)cc1 (stereo unspecified) ?
H37Rv inhibition: 38%; tuberculosis growth: -2%; inhibitors of VEEV: inactive; influenza NS1A: 4%; PhoP GFP inhibition: -2%

How did Cn1c(=O)c2sccc2n2c(CCCC(=O)Nc3ccc(F)cc3F)nnc12 do in these assays?
H37Rv inhibition: 8%; tuberculosis growth: -18%; inhibitors of VEEV: 0.4%; influenza NS1A: -5%; PhoP GFP inhibition: 3%

Results for Cc1nc(C)c(C(=O)N/N=C/c2cn(C)c3ccccc23)s1 ?
H37Rv inhibition: 5%; tuberculosis growth: 10%; inhibitors of VEEV: 9.2%; influenza NS1A: 12%; PhoP GFP inhibition: -6%

What do the screens show for `Cc1ccc(S(=O)(=O)N(C)C)cc1NC(=O)COC(=O)/C=C/c1ccc2ccccc2n1`?
H37Rv inhibition: inconclusive; tuberculosis growth: 77%; inhibitors of VEEV: 11%; influenza NS1A: 4%; PhoP GFP inhibition: -5%

Results for CCNc1nc2c(c(=O)n(Cc3ccccc3)c(=O)n2C)n1Cc1ccccc1 ?
H37Rv inhibition: 4%; tuberculosis growth: 7%; inhibitors of VEEV: 9.1%; influenza NS1A: -4%; PhoP GFP inhibition: -25%

What do the screens show for `COc1ccccc1N(CC(=O)Nc1ccc(S(=O)(=O)N2CCCCC2)cc1)S(C)(=O)=O`?
H37Rv inhibition: 8%; tuberculosis growth: 20%; inhibitors of VEEV: 0.3%; influenza NS1A: 5%; PhoP GFP inhibition: -18%

3 structures out of the list, arranged by molar mass, rising:
Results for CCNc1nc2c(c(=O)n(Cc3ccccc3)c(=O)n2C)n1Cc1ccccc1 ?
H37Rv inhibition: 4%; tuberculosis growth: 7%; inhibitors of VEEV: 9.1%; influenza NS1A: -4%; PhoP GFP inhibition: -25%

Results for c1ccc(-c2ccc3c(c2)NC(C2Nc4cc(-c5ccccc5)ccc4O2)O3)cc1 (stereo unspecified) ?
H37Rv inhibition: 38%; tuberculosis growth: -2%; inhibitors of VEEV: inactive; influenza NS1A: 4%; PhoP GFP inhibition: -2%

How did Cn1c(=O)c2sccc2n2c(CCCC(=O)Nc3ccc(F)cc3F)nnc12 do in these assays?
H37Rv inhibition: 8%; tuberculosis growth: -18%; inhibitors of VEEV: 0.4%; influenza NS1A: -5%; PhoP GFP inhibition: 3%

Continuation:
How did Cc1noc(C)c1CSCC(=O)Nc1ccccc1N1CCCC1 do in these assays?
inhibitors of VEEV: 0.7%; influenza NS1A: 6%

Results for Cc1ccc(S(=O)(=O)N(C)CC(=O)NNC(=O)CCC(=O)c2ccc(F)cc2)cc1 ?
H37Rv inhibition: -6%; tuberculosis growth: 0%; inhibitors of VEEV: 7.3%; influenza NS1A: -5%

How did Cc1ccc(N2C(=O)C(CC(=O)Nc3cccc(F)c3)N(C3CC3)C2=O)cc1 (stereo unspecified) do in these assays?
H37Rv inhibition: -5%; tuberculosis growth: -8%; inhibitors of VEEV: 0.2%; influenza NS1A: 32%; PhoP GFP inhibition: 0%

Results for O=C(NC1CCSc2ccccc21)c1ccccc1Br (stereo unspecified) ?
H37Rv inhibition: inconclusive; tuberculosis growth: 19%; inhibitors of VEEV: 0.6%; influenza NS1A: 0%; PhoP GFP inhibition: -10%

Results for O=C(O)CC1S/C(=N/N=C/c2ccc([N+](=O)[O-])cc2)N(c2ccc(O)cc2)C1=O (stereo unspecified) ?
H37Rv inhibition: 3%; tuberculosis growth: 1%; inhibitors of VEEV: inactive; influenza NS1A: -3%; PhoP GFP inhibition: 6%

What do the screens show for `O=C(/C=C/c1ccc(F)cc1)Nc1ccc2[nH]c(=O)[nH]c2c1`?
H37Rv inhibition: -3%; tuberculosis growth: -1%; inhibitors of VEEV: 1.1%; influenza NS1A: 2%; PhoP GFP inhibition: 1%

Results for CNC(=O)c1snnc1-c1ccccc1 ?
H37Rv inhibition: -3%; tuberculosis growth: -3%; inhibitors of VEEV: 5.8%; influenza NS1A: 2%; PhoP GFP inhibition: -28%

Results for O=C(Cn1c(=O)oc2ccccc21)N(Cc1ccccc1)C1CCS(=O)(=O)C1 (stereo unspecified) ?
H37Rv inhibition: -4%; tuberculosis growth: -6%; inhibitors of VEEV: inactive; influenza NS1A: 6%; PhoP GFP inhibition: -5%

How did CN(C)S(=O)(=O)c1ccc(C(=O)NC(=O)CSc2nnnn2C)cc1 do in these assays?
H37Rv inhibition: 3%; tuberculosis growth: -4%; inhibitors of VEEV: 2.0%; influenza NS1A: -20%

Results for Cc1ccc(-n2ncc3c(NCC4CCCO4)ncnc32)c(C)c1 (stereo unspecified) ?
H37Rv inhibition: 11%; tuberculosis growth: 3%; inhibitors of VEEV: 8.3%; influenza NS1A: 8%; PhoP GFP inhibition: -11%

How did Cc1ccc(C)c(OCC(=O)N2CCN(C(=O)c3ccco3)CC2)c1 do in these assays?
H37Rv inhibition: 7%; tuberculosis growth: 4%; inhibitors of VEEV: 1.2%; influenza NS1A: 0%; PhoP GFP inhibition: 0%

What do the screens show for `O=C(N/C(=C/C=C/c1ccccc1)C(=O)N1CCOCC1)c1ccccc1Br`?
H37Rv inhibition: -3%; tuberculosis growth: -4%; inhibitors of VEEV: 2.3%; influenza NS1A: -11%; PhoP GFP inhibition: 2%

What do the screens show for `CC(=O)c1cc2c(cc1NC(=O)c1ccc(C)cc1)OCCO2`?
H37Rv inhibition: 29%; tuberculosis growth: 5%; inhibitors of VEEV: 1.4%; influenza NS1A: -29%; PhoP GFP inhibition: 7%

Results for C[C@@H]1NC(=O)[C@H](CCC(N)=O)NC(=O)c2cc([N+](=O)[O-])cc(I)c2NCC[C@@H](C(N)=O)NC1=O ?
H37Rv inhibition: 2%; tuberculosis growth: 27%; PhoP GFP inhibition: 2%

What do the screens show for `COc1cc2c(cc1NC(=O)CSc1nnc(COc3ccc(Cl)cc3)n1C)oc1ccccc12`?
inhibitors of VEEV: inactive; influenza NS1A: 10%; PhoP GFP inhibition: -4%

Results for CCn1nc(C)cc1Nc1ccccc1 ?
H37Rv inhibition: -14%; tuberculosis growth: -2%; inhibitors of VEEV: inactive; influenza NS1A: 3%; PhoP GFP inhibition: 8%
